# Screening results deposited in PubChem BioAssay by several laboratories.
# hgDAF12 agonist: H. glycines DAF-12 receptor agonists, primary screen, cell-based, luminescence, HEK293, GAL4 fusion, UAS-luciferase; Nuclear hormone receptor DAF-12 (Heterodera glycines), GAL4 fusion; HEK293 GAL4-hgDAF12 UAS-luciferase reporter, agonist luminescence; normalized to butyrate control; activation, % at 6.8 µM; 370,000 compounds, 1.8% hits; AID 687014, 2013;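 active = activation above a cutoff set at the mean of all screened compounds plus 3 SD, cut at about 10% in these data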;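 note: 0% = DMSO wells and 100% = sodium butyrate wells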
# DAX1 inh-1: DAX1 (NR0B1) inhibitors on StAR promoter, primary screen, cell-based, luminescence, SF-1 (NR5A1), full-length DAX-1; HEK293T StAR-luciferase reporter, SF-1/DAX-1 repression relief; inhibition, % at 6.8 µM; 370,000 compounds, 1.1% hits; AID 652010, 2013;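 active = inhibition above the mean over all tested compounds plus 3 SD, cut at about 3.6% in these data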;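 note: 0% = DAX-1 cells with DMSO and 100% = cells lacking DAX-1 with DMSO; higher inhibition means more luminescence from relief of DAX-1 repression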
# proKLK7 act: proKLK7 zymogen activators, primary screen, biochemical, fluorescence intensity; Kallikrein-7 (Homo sapiens), P49862; purified proKLK7, EDANS-DABCYL substrate fluorescence; 100% is mature enzyme control, 0% vehicle; activation, % at 7 µM; 370,000 compounds, 0.9% hits;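 active = activation above the mean of all tested compounds plus 3 SD, computed per campaign excluding outliers beyond control limits, cut at about 13% in these data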
# NPR1 activator: GC-A stimulated cGMP production enhancers – HEK293 GC-A cells, cGMP TR-FRET, EC30 ANP, primary screen; Atrial natriuretic peptide receptor 1 (Homo sapiens), P16066; 0% at EC30 ANP, 100% saturating ANP; activation, % at 10 µM; 370,000 compounds, 0.14% hits; AID 1671463, 2021; in the data active = activation above about 40%
# Target sequence (P16066 whole entry, looked up): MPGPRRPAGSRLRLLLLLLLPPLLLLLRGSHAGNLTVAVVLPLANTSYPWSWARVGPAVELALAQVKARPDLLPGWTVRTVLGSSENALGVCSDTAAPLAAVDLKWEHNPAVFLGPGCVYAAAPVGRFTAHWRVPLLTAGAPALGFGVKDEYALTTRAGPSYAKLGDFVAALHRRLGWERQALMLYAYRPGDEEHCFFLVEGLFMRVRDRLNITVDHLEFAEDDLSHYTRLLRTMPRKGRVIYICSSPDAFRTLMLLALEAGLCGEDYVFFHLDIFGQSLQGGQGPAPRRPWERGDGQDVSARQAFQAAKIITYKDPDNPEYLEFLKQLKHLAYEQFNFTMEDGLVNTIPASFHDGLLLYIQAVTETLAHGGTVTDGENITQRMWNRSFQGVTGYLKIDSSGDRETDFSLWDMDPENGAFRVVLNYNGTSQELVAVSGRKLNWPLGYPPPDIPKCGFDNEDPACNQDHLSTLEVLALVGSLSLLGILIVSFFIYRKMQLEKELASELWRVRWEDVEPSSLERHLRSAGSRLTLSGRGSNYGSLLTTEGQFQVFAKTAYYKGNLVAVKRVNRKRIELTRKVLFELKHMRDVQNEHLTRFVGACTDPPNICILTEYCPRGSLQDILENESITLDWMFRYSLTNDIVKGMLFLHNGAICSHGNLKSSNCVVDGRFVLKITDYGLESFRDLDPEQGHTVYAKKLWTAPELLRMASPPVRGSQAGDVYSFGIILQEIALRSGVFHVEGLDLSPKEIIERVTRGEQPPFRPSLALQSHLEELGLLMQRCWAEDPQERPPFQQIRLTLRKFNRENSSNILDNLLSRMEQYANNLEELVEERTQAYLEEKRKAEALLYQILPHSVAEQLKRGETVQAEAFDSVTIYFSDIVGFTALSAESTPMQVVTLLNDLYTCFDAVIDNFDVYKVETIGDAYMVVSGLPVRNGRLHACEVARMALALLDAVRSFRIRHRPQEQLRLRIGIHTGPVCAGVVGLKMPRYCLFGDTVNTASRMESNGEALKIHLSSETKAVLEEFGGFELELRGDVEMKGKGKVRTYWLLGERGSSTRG
# FXN GAA850 act: FXN promoter activators, primary screen, cell-based, luciferase luminescence, HEK293 lucGAA850. activation, % at 6 µM. AID 540364, 2011. 360,000 compounds, 0.56% hits. HEK293 lucGAA850 FXN promoter luciferase reporter, 24 h; percent of 10 µM SAHA response;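 active = activation above the average of all compounds screened plus 3 SD, cutoff fixed separately per campaign, cut at about 7.5% in these data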;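 note: 0% = DMSO wells and 100% = 10 µM SAHA wells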
# hcDAF-12 act: H. contortus DAF-12 nuclear receptor activators, primary screen, cell-based, luminescence, HEK293, lit1-tk-luc reporter; activation, % at 6.8 µM; HEK293 hcDAF-12 lit1-tk-luc reporter; 0% DMSO, 100% Δ7-dafachronic acid; 370,000 compounds, 1.4% hits;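 active = activation above the mean of all tested compounds plus 3 SD, cut at about 5.5% in these data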;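 note: 100% = response to 3 µM Δ7-dafachronic acid high control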
# SMARCA2 activ: SMARCA2 (BRM) function activators, primary screen, cell-based, luminescence, high throughput; MG213 cells, MMTV-luciferase reporter, dexamethasone, overnight; activation, % at 9.1 µM; 370,000 compounds, 1% hits; in the data active = activation above about 7.8%;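 note: 0% = vehicle wells and 100% = reference activator wells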
# DAX1 inh-2: DAX1 (NR0B1) inhibitors, primary screen, cell-based, HEK293, Gal4-DAX1, luciferase luminescence | Nuclear receptor subfamily 0 group B member 1 (Homo sapiens), P51843 | HEK293 Gal4-DAX1 luciferase reporter | inhibition, % at 6.75 µM | 340,000 compounds, 0.99% hits | AID 504766, 2011;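 active = inhibition above the mean over all tested compounds plus 3 SD, cut at about 4.2% in these data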;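 note: 0% = DAX1-transfected cells with DMSO and 100% = empty-vector control cells with DMSO; inhibition shows as a rise in luminescence from relieved DAX1 repression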
# HGIII-sPLA2 inh: human group III sPLA2 inhibitors, primary screen, biochemical, QFRET, BODIPY PC-A2 liposome substrate. inhibition, % at 12.2 µM. 370,000 compounds, 0.56% hits. Group 3 secretory phospholipase A2 (Homo sapiens), Q9NZ20. QFRET BODIPY PC-A2 liposome hydrolysis, fluorescence;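 active = inhibition above mean plus 3 SD of compounds lying within the high and low control bounds, cut at about 19% in these data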;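 note: 0% = median of test compound wells and 100% = no enzyme DMSO wells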
# GC-B act: human GC-B receptor activators, primary screen, HEK293 GC-B cells, cGMP TR-FRET, EC30 CNP; Atrial natriuretic peptide receptor 2 (Homo sapiens), P20594; 0% at EC30 CNP, 100% saturating CNP; activation, % at 10 µM; 370,000 compounds, 0.11% hits;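 active = activation at 10 µM reaching about 35% in either raw or pattern-adjusted values, limit read from the data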
# ssDAF12 agonist: S. stercoralis DAF-12 nuclear receptor activators, primary screen, cell-based, luminescence, HEK293, GRIP1 co-expression, lit1-tk-luc. Nuclear hormone receptor DAF-12 (Strongyloides stercoralis). HEK293 ssDAF-12/GRIP1 lit1-tk-luc reporter; % of 3 µM dafachronic acid response. activation, % at 6.8 µM. 370,000 compounds, 1% hits;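 active = activation above the mean over all tested compounds plus 3 SD, cut at about 0.9% in these data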;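 note: 0% = DMSO-only wells and 100% = 3 µM delta7-dafachronic acid wells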
# Starred values were filed as active, the others as inactive; nt = no result given.
SMILES,hgDAF12 agonist,DAX1 inh-1,proKLK7 act,NPR1 activator,FXN GAA850 act,hcDAF-12 act,SMARCA2 activ,DAX1 inh-2,HGIII-sPLA2 inh,GC-B act,ssDAF12 agonist
CC(O)CNc1nc(NCc2ccccc2)c2cnn(C)c2n1 (stereo unspecified),-0.9,-2.0,0.0,3,-0.6,-0.9,-2,0.2,9,3,-1.4
O=C(CCCn1c(=O)c2sccc2n(Cc2cc(=O)n3ccccc3n2)c1=O)NCc1ccco1,-1.8,0.0,0.9,-2,-0.9,-1.3,0,2.1,-1,-1,-0.7
CCOC(=O)c1sc2nccc(N(C)C)c2c1N=CN(C)C,0.0,-0.2,1.1,-5,-0.4,-1.1,-1,-0.4,13,-5,-1.1
COc1ccc(CN2C(=O)CCC2(C)C(=O)NC2CCCCC2)c(OC)c1 (stereo unspecified),-1.8,0.4,-1.2,5,1.8,-0.6,-1,-1.5,-2,5,-0.9
c1ccc(-c2cc(-c3ccc(N4CCOCC4)cc3)nc3ccccc23)cc1,-1.3,0.0,-2.6,2,-0.2,-1.0,-1,0.5,-4,1,-1.6
COc1cc(/C=C/CN2CCN(CCC(C)C)C(CCO)C2)ccc1O (stereo unspecified),-2.3,0.0,-0.5,0,0.2,0.4,-2,2.9,-7,6,-0.7
C#CCn1c(=NC(=O)c2ccc(Br)s2)sc2cccc(OC)c21,4.1,0.4,-3.8,5,0.3,0.6,1,0.9,-4,-5,0.0
Cc1nn(-c2ccc(C(F)(F)F)cn2)c(C)c1Oc1ccccc1O,-0.5,-0.4,0.5,8,0.7,-2.2,0,1.9,-22,2,-1.3
COc1cccc(OC)c1C(=O)Nc1nc2ccc([N+](=O)[O-])cc2s1,3.1,-0.4,0.1,9,-1.8,-0.2,-1,0.4,-10,2,-1.5
Fc1ccc(NC(=S)NCc2ccccc2Cl)cc1,1.4,-0.7,0.5,2,0.6,-2.6,-1,-1.2,7,-5,-0.7
Fc1cccc(Cc2c(-c3cccc(Cl)c3)nc3ccc(Cl)cn23)c1,1.0,2.7,-6.1,6,nt,-0.4,4,nt,-19,8,-1.0
Cc1ccc(NC(=O)Cc2nnc(SCC(=O)Nc3nncs3)n2C)cc1,0.7,-0.4,-0.5,-1,1.5,-1.5,-3,1.2,0,6,-1.4
Fc1ccc2cnc(CCO[C@H]3CCCCO3)cc2c1,5.8,2.1,0.1,2,0.1,3.1,3,0.4,11,2,0.1
CC(C)C[C@H](N)C(=O)N1CCC(C(=O)N[C@H](C(=O)NC(C)c2ccccc2)C(C)C)CC1 (stereo partly specified),0.4,0.9,0.2,4,0.6,-0.2,1,5.5*,12,2,-0.6
S=C1NCN(C2CCCCC2)CN1CCc1ccccc1,-2.5,0.1,-0.2,-5,-0.7,-0.9,-4,nt,22*,-10,-1.8
Cc1cc(C)c(S(=O)(=O)N(C)CC(=O)NCc2ccncc2)c(C)c1,-1.3,-0.1,0.2,1,2.6,-1.8,3,-0.6,4,5,-0.8
S=C(N/N=C/c1ccc2ncccc2c1)Nc1ccccc1,2.4,1.0,-0.2,9,-3.6,-1.5,-1,-0.6,10,-4,-1.1
O=C(c1ccco1)N1CCCC(c2nc3c(nnn3Cc3cccc(Cl)c3)c(=O)[nH]2)C1 (stereo unspecified),-2.5,0.0,0.4,-2,0.6,-0.6,-1,-1.1,-20,4,-1.4
CCOc1ccccc1N1CC(C(=O)Nc2cc(Cl)ccc2-n2cncn2)CC1=O (stereo unspecified),1.5,0.8,0.4,-2,-1.1,-0.8,0,0.5,1,2,-0.9
Cc1ccc2c(c1)CC(C)N2S(=O)(=O)c1nnc(NC(=O)CC(C)C)s1 (stereo unspecified),0.1,1.1,-0.1,1,0.4,-0.7,0,0.4,-8,-1,-1.6
Cc1cccc(C(=O)NCC(=O)NC2CCC(C)CC2)c1 (stereo unspecified),4.2,1.3,0.3,1,0.4,1.8,-2,1.1,1,-1,-1.2
COc1ccc(CCNC(=O)C2CCCN(c3ncccn3)C2)cc1 (stereo unspecified),0.5,-0.5,0.0,0,0.6,3.3,0,0.3,-5,-1,-0.7
O=C1C2CC(O)CN2C(=O)N1c1ccccc1 (stereo unspecified),-2.2,-0.2,0.0,2,1.2,-0.9,-2,-0.5,3,-1,-0.8
O=C(O)/C=C\C(=O)NCc1ccccc1,-1.6,-0.5,-0.2,-1,-0.1,-1.2,-4,0.7,5,-2,-0.7
CC(=O)N1CCCc2cc(S(=O)(=O)N(C)CC(=O)Nc3ccccc3)ccc21,-1.3,-0.8,-0.4,2,-2.4,-0.2,-3,0.3,9,-2,-1.7
# (cont.)
SMILES,hgDAF12 agonist,DAX1 inh-1,proKLK7 act,NPR1 activator,FXN GAA850 act,hcDAF-12 act,SMARCA2 activ,DAX1 inh-2,HGIII-sPLA2 inh,GC-B act,ssDAF12 agonist
CC1CC1C(=O)Nc1nc(-c2ccccn2)cs1 (stereo unspecified),1.6,-0.4,0.2,5,0.2,1.2,2,-0.9,1,3,-1.0
COc1ccc(S(=O)(=O)n2nc(OC(=O)c3cccs3)cc2NC(=O)c2cccs2)cc1,-1.4,-0.4,0.6,1,0.5,-0.9,0,0.0,-2,3,-1.1
O=C(NCC(=O)N(c1ccccc1)C(C(=O)NC1CCCC1)c1ccncc1)c1ccco1 (stereo unspecified),2.3,-0.8,-0.4,-3,2.5,0.6,-1,0.4,3,-3,-1.3
CCOC(=O)C1=C(c2ccccc2)c2ccccc2OC1C(=O)OCC (stereo unspecified),-2.7,3.4,0.6,-10,-1.4,1.0,1,0.1,5,-10,-1.3
CC(=O)c1ccc(OCCCC(=O)OCC(=O)N2CCN(S(=O)(=O)c3ccc(C)cc3C)CC2)cc1,-3.0,2.2,0.3,-1,0.2,0.3,1,-0.7,-26,-6,-0.5
CC1CC(C)(C)NC(=S)S1 (stereo unspecified),-1.8,0.0,0.2,2,0.3,1.1,-5,-0.9,0,1,-1.4
Cc1ccc(S(=O)(=O)ON=C2CCN(S(=O)(=O)c3ccccc3)CC2)cc1,-0.3,-0.7,-0.1,1,-1.9,-1.7,1,-0.5,-1,7,-1.1
COC(=S)Nc1cccc(C(F)(F)F)c1,2.1,-0.5,-0.1,6,1.7,-1.3,-4,nt,-7,1,-1.3
CC(=O)N1CCN(S(=O)(=O)c2cccc(C(=O)Nc3ccc(F)c(F)c3)c2)CC1,0.1,-0.2,-0.1,-6,-2.0,-2.0,-3,-0.3,3,0,-1.1
Cc1ccc(S(=O)(=O)N(C)/N=C/c2ccc(N(C)C)cc2)cc1,-0.1,-0.8,0.3,1,1.1,1.8,1,1.0,2,2,-1.3
c1ccc2cc(N3CCCCC3)ccc2c1,4.6,0.2,-1.0,-2,-0.9,1.8,5,0.2,-1,-2,-0.1
COc1ccc(N2C(=O)CSC23C(=O)N2CCCc4cccc3c42)cc1 (stereo unspecified),-3.1,0.3,-0.8,-14,-2.0,-1.5,0,1.1,1,-12,-1.5
O=C(N/N=C/c1cccn1-c1cccc(C(=O)O)c1)Nc1ccccc1,7.1,1.4,-0.5,0,2.0,0.1,-4,1.6,-22,-3,-0.6
CC(=O)c1sc2nc(-c3ccccc3)cc(C)c2c1N,-0.8,-0.5,-0.1,-7,2.7,-2.2,2,-0.5,0,-8,-0.7
CCOc1cc2[nH]c(=O)n(Cc3ccccc3)c(=O)c2cc1OCC,0.7,0.0,0.3,7,-2.1,-1.5,-4,1.3,0,0,-1.3
CN1CCN(Cc2c(O)ccc3c2oc(=O)c2ccccc23)CC1,0.3,0.1,-2.0,0,-1.0,-0.9,5,-0.2,7,0,-1.2
O=C(CCCn1c(=S)[nH]c2ccsc2c1=O)NC1CCCCC1,-3.1,-0.1,-0.2,-1,3.3,-0.6,-1,0.5,6,3,-1.1
CN1CCN(C(=O)c2ccc(CN(c3ccccc3)S(=O)(=O)c3ccccc3)cc2)CC1,-0.3,0.3,-0.9,nt,1.1,-1.8,-1,-1.2,-4,nt,-1.2
CCOc1cc(N2CCOCC2)c(OCC)cc1NC(=O)CN1C(=O)C2C3C=CC(C3)C2C1=O (stereo unspecified),0.9,0.4,0.0,-1,0.6,0.6,-4,0.0,5,2,-1.4
Cc1ccccc1C(=O)c1cccn1CC(=O)NCc1ccco1,-0.1,0.5,-0.2,3,1.0,-2.2,-5,0.5,-3,4,-1.3
O=C(O)[C@H]1CC=C[C@H]2CCN(Cc3ccc(Cl)c(Cl)c3)C(=O)[C@@H]12,-0.3,-0.7,-0.1,-2,-0.1,-0.1,-2,-0.9,4,7,-1.6
CSc1cccc(NC(=O)CCNS(=O)(=O)c2ccc3[nH]c(=O)oc3c2)c1,-2.9,0.0,0.2,3,2.2,0.3,1,0.8,-5,2,-1.3
Cc1cc(C(=O)NC2CCCC2)on1,3.7,1.6,0.3,1,-0.8,-0.9,0,0.6,5,3,-0.9
COC(=O)c1ccccc1NC(=O)C12CCC(C)(C(=O)O1)C2(C)C (stereo unspecified),0.0,-0.2,0.7,-1,2.0,-1.6,0,-0.1,-3,1,1.9*
Cn1cccc1/C=C(/C#N)C(N)=S,0.3,-0.8,0.1,5,-0.9,0.3,1,-0.8,6,-1,-0.9
CCOc1ccc(-c2onc(C(F)(F)F)c2-c2cscn2)c(O)c1,-1.6,-0.3,-0.4,-4,0.3,2.0,1,0.6,-29,3,-0.7
Cc1ccc2c(c1)C(=O)C(=O)N2Cc1ccc(Cl)cc1,-1.2,0.4,0.3,-10,-0.3,0.6,0,0.7,21*,-10,-0.1
O=C(CSc1nnnn1C1CCCCC1)NCc1ccc2c(c1)OCO2,0.3,0.1,-0.4,0,-0.6,-1.4,-2,0.0,2,-1,-1.5

# In a second layout: results already given
compound	hgDAF12 agonist	DAX1 inh-1	proKLK7 act	NPR1 activator	FXN GAA850 act	hcDAF-12 act	SMARCA2 activ	DAX1 inh-2	HGIII-sPLA2 inh	GC-B act	ssDAF12 agonist
O=C(N/N=C/c1cccn1-c1cccc(C(=O)O)c1)Nc1ccccc1	7.1	1.4	-0.5	0	2.0	0.1	-4	1.6	-22	-3	-0.6
CC(=O)c1sc2nc(-c3ccccc3)cc(C)c2c1N	-0.8	-0.5	-0.1	-7	2.7	-2.2	2	-0.5	0	-8	-0.7
